# Assay outcomes as filed in PubChem BioAssay.
# HADH2 inhib: inhibitors of human HADH2 dehydrogenase. Q99714. recombinant HADH2, NADH fluorescence, beta-hydroxybutyryl-CoA. Potency, µM (titrated, usually from 57.1 µM), for inactives: at the top dose activity change, negative = inhibition, hits mostly inhibitors. 73,000 tested, 3.4% active; also: potency is read from the fitted curve at half-maximal effect; % is scaled to controls: 0 for no effect and ±100 for the full control effect; nearly all actives have a fitted effect of over 60% in size; many of its hits are not listed in these tables
# Target sequence (Q99714 whole entry, looked up, one chain of several): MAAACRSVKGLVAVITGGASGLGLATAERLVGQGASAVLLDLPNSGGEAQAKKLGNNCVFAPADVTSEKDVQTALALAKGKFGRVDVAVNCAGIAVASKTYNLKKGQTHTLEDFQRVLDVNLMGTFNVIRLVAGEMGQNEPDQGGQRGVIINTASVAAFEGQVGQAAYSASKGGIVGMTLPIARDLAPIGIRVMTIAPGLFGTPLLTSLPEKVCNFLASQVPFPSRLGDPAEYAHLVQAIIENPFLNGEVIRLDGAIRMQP
#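 NADH fluorescence (ex 360/em 450 nm) read every 30 s for 4 min; activity taken as last-minus-first time point difference. Enzyme 20 nM, NAD+ 1 mM, beta-hydroxybutyryl-CoA 90 uM, pH 9.0 Tris buffer.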
# CRE-bla Fsk: alters forskolin-stimulated CRE reporter signaling in CHO cells | Potency, µM (titrated, usually from 38.2 µM), for the others: at the top dose activity change, negative = inhibition, actives largely listed as activators | 71,000 tested, 2.5% active | AID 662 | CHO CRE-bla reporter (cAMP response element driving beta-lactamase), forskolin EC10, beta-lactamase ratio; active = well fitted activation curve with a large enough effect in the signal ratio, with a control signal flat, not every such curve was filed as active; inconclusive = small, poorly fitted or top-dose-only effect, or effect the other way, or a change in a side signal; the % refers to the signal ratio; also: potency is read from the fitted curve at half-maximal effect; % of control where 0% means no effect
#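 Cells were plated overnight at 37 °C, exposed to compound titrations plus EC10 NKH 477 for 3 h, then given CCF4 dye for 2 h at room temperature. Blue/green (460/530 nm) ratio was converted to %Activity and AC50 values calculated.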
# Epigenetic mod: epigenetic GFP locus derepression in mouse cells; mouse C127i GFP locus derepression, cytometry, 30 h; Potency, µM (doses to about 46.1 µM), without a hit: at the highest dose GFP derepression (activation); 68,000 tested, 0.09% active; AID 597; also: % of control where 0% means no effect
#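 Read-out is the number of GFP-positive cells, scored as fluorescent objects 20 to 120 um wide, reflecting derepression of a silenced CMV-GFP reporter in murine C127i cells after 30 h compound exposure at 37 C.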
# Hsp90 Hop PPI: changes Hsp90-Hop TPR2A binding signal, up or down; 71,000 tested, 0.44% active; Potency, µM (series often up to 57 µM), inactives show at the highest dose activity change, negative = inhibition; AlphaScreen TPR2A-His6 binding biotin-Hsp90 C-terminal peptide; active = well fitted curve in either direction with a large enough effect; inconclusive = small, poorly fitted or top-dose-only effect, or another doubt; also: potency is read from the fitted curve at half-maximal effect; % is scaled to controls: 0 for no effect and ±100 for the full control effect; many of its hits are not listed in these tables
# DNA Pol III inh: blocks replication by bacterial DNA polymerase III holoenzyme; reconstituted DNA polymerase III holoenzyme replication, biochemical; Potency, µM (titrated, usually from 57.1 µM), for the others: top-dose activity change, negative = inhibition; 71,000 tested, 0.25% active; AID 603; also: potency is read from the fitted curve at half-maximal effect; % is scaled to controls: 0 for no effect and ±100 for the full control effect
#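 Reconstituted *E. coli* holoenzyme (0.35 nM Pol III, 1 nM beta, 154 nM SSB, 2 nM primase) was preincubated with compound for 15 min at RT. Synthesis on 1.4 nM ssM13Gori ran 35 min, then was stopped with PicoGreen/EDTA and read as dsDNA fluorescence.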
# Ub-GFP proteasome: ubiquitin-GFP accumulation via proteasome inhibition; Ubiquitin-GFP reporter cells, proteasome inhibition, GFP fluorescence; response scale: untreated = 0%, 10 µM MG-132 = 100%; Potency, µM (titrated, usually from 45.9 µM), inactives show at the highest dose activation (GFP accumulation), most hits filed as activators; 67,000 tested, under 10 active; AID 526; active = well fitted activation curve with a large enough effect, not every such curve was filed as active; inconclusive = small, poorly fitted or top-dose-only effect, or another doubt; inactive = no such curve, though single readings can be large or run the other way; also: potency is read from the fitted curve at half-maximal effect
#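 Proteasome block read as GFP accumulation: ubiquitin(G76V)-GFP U2OS cells exposed to compound (2.9 nM–46 uM) for 4 hr at 37 C. Normalization used untreated cells as 0% and 10 uM MG-132 as 100%; concentration-response curves fitted.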
# BRCT inh red: disrupts BRCA1 BRCT binding to phosphoprotein, red fluorophore readout; AID 892; 75,000 tested, 0.03% active; BRCT-phosphopeptide binding, red fluorescence polarization; Potency, µM (doses to about 76.9 µM), for the others: top-dose activity change, negative = inhibition, most hits filed as inhibitors; P38398; also: % is scaled to controls: 0 for no effect and ±100 for the full control effect
#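 Fluorescence polarization: 100 nM His-tagged BRCA1 BRCT with 100 nM TAMRA-labelled phospho-BACH1 decapeptide, phosphate buffer pH 7.3 with 150 mM NaCl, DTT, 0.01% Tween 20; 12 min RT. Binding inhibition seen as FP decrease.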
# USP2a inhib: blocks human ubiquitin-specific protease USP2a | AID 927 | Potency, µM (series often up to 38.3 µM), without a hit: at the highest dose activity change, negative = inhibition, actives largely listed as inhibitors | O75604 | 60,000 tested, 0.1% active | USP2a enzymatic assay, qHTS inhibition;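 also: potency is read from the fitted curve at half-maximal effect; nearly all actives have a fitted effect of over 60% in size; plate controls were DMSO for no effect and NEM full inhibition control for full effect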
# Target sequence (O75604 whole entry, looked up): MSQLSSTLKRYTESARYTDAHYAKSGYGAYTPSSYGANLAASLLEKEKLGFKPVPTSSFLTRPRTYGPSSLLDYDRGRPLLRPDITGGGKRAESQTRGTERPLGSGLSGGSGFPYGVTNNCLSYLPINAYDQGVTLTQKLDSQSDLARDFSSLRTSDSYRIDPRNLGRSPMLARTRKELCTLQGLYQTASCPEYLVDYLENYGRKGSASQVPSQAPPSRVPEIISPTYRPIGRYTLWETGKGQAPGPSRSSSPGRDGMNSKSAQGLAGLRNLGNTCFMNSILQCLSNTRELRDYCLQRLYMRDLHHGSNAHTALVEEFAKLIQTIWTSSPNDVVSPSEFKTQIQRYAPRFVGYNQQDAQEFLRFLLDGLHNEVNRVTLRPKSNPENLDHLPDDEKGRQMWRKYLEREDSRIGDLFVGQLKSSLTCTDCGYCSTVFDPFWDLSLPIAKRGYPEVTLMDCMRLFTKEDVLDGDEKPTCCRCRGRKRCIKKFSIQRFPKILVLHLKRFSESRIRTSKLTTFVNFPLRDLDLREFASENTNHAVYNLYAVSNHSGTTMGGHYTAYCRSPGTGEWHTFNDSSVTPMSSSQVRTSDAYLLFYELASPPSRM
#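 Coupled readout: USP2-cleaved Ub-PLA2 (20nM final) turns over NBD C6-HPC (20uM final), Ex 460nm/Em 535nm after 2.5 h, time-zero read flagging artifacts. Enzyme (20nM final, pH 8.0 Tris) given 30 min RT with compound first; NEM defines full inhibition.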
# 15-hLO inh: 15-hLO (ALOX15) enzyme inhibition | Potency, µM (highest dose often 57.1 µM), inactives show at the highest dose activity change, negative = inhibition, usual class: inhibitors | purified 15hLO-1, xylenol orange hydroperoxide absorbance | AID 887 | 74,000 tested, 1.4% active | P16050; also: potency is read from the fitted curve at half-maximal effect; % is scaled to controls: 0 for no effect and ±100 for the full control effect; nearly all actives have a fitted effect of over 55% in size
#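 Compounds were preincubated 15 min at room temperature with 40 nM purified human enzyme (25 mM Hepes pH 7.5, 0.01% Triton X-100); 50 uM arachidonic acid reacted 6 min. Fe-xylenol orange detection, 30 min, absorbance ratio 573/405 nm.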
# HBB splice mod: modulators of hemoglobin beta chain splicing; HBB splicing reporter cell assay, activation; EGFP reporter with mutant IVS2-654 intron; response scale: normalised to 500 nM splice-correcting PNA; 65,000 tested, 0.06% active; Potency, µM (titrated, usually from 46.1 µM), for the others: at the top dose activation, actives largely listed as activators; also: potency is read from the fitted curve at half-maximal effect; 0% is about no effect
#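 HeLa cells stably expressing EGFP interrupted by mutant beta-globin intron 2 (IVS2-654), 500/well in 2% FCS. Treated with compound for 2 days at 37C. Splicing correction scored as total well GFP intensity (488 nm excitation, 500-520 nm emission); 500 nM antisense PNA served as control.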
# BRCT PPI green: BRCA1 BRCT-phosphoprotein interaction inhibition; P38398; BRCA1 BRCT-phosphopeptide binding, green fluorescence polarization; Potency, µM (top dose mostly 76.9 µM), for the others: at the highest dose activity change, negative = inhibition, most hits filed as inhibitors; 75,000 tested, 0.05% active; AID 875;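 also: potency is read from the fitted curve at half-maximal effect; plate controls were peptide without protein for full effect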
#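 Compounds were incubated for 12 min at room temperature with a complex of 100 nM fluorescein-tagged pBACH1 decapeptide and 250 nM His-tagged BRCT protein. Buffer was phosphate pH 7.3 with EDTA, DTT and Tween 20. Disruption of binding lowers the polarization signal.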
# * marks the source's active call; other numbers are inactive results; ? = inconclusive; . = no result given; [ ] = remark or other dose. Unless noted, calls follow the shape of the dose curve; as a rule, active = well fitted curve in the direction sought with a large enough effect; inconclusive = small, poorly fitted or top-dose-only effect, or another doubt; inactive = no such curve, though single readings can be large; an effect the other way counts as inactive or inconclusive. Only part of the results is shown. The share of hits here may be higher or lower than overall.
SMILES,HADH2 inhib,CRE-bla Fsk,Epigenetic mod,Hsp90 Hop PPI,DNA Pol III inh,Ub-GFP proteasome,BRCT inh red,USP2a inhib,15-hLO inh,HBB splice mod,BRCT PPI green
CCCN(C#N)c1nc(NCC)nc(NC(C)C)n1,5.2%,10µM*,2.2%,-1.1%,-1.3%,-4.3%,1.6%,2.9%,-0.3%,-2.9%,-1.7%
CCOC(=O)COc1ccc(S(=O)(=O)NCCC2=CCCCC2)cc1,9.2%,-2.4%,2.1%,-0.4%,-5.1%,-2.2%,1.8%,-14.0%,?,0.6%,0.1%
CCCn1c(-c2ccc(OC)cc2)nc2ccccc21,2.4%,0.3%,-3.3%,2.5%,-3.3%,-19.5%,1.7%,-10.9%,-0.2%,-2.1%,-0.8%
OC(COc1ccc(Br)cc1)CN1CCOCC1 (configuration not stated),6.7%,-7.6%,1.2%,0.1%,-15.0%,0.8%,-0.3%,?,2.6%,-9.2%,-5.6%
COc1ccc(N(CC(=O)NCc2ccccc2OC)S(=O)(=O)c2c(C)nn(C)c2C)cc1,-4.6%,-6.3%,0.0%,2.4%,-5.2%,2.9%,-0.2%,.,1.8%,-0.6%,1.5%
COc1ccc(CC(=O)Nc2c3c(nn2-c2cccc(C)c2C)CS(=O)C3)cc1 (configuration not stated),3.9%,-2.8%,2.3%,-1.5%,-9.7%,-7.3%,-0.4%,-1.0%,11.0%,-0.6%,-1.7%
O=C(O)[C@H](/C=C\c1ccccc1)c1ccccc1,-5.3%[11.4 µM],0.4%[7.6 µM],-2.2%[9.22 µM],-2.1%[11 µM],1.4%[11.4 µM],9.2%[9.17 µM],0.8%[15.4 µM],.,-2.6%[11.4 µM],0.5%[9.22 µM],0.8%[15.4 µM]
CO[C@@H]1/C=C\CC(=O)N2CCC[C@@H]2C(=O)OC[C@H](C)C(=O)OC[C@H]1C,1.9%[11.4 µM],.,.,.,.,.,0.7%[15.4 µM],.,-0.3%[11.4 µM],-2.0%[9.22 µM],-0.3%[15.4 µM]
Cc1ccc(OCc2nc(-c3ccccc3)no2)c(C)c1,-2.5%,22.0%,0.0%,?,-4.4%,-4.3%,1.6%,-9.4%,-1.9%,0.3%,-0.6%
O=C(c1cc2nc(-c3ccco3)cc(C(F)(F)F)n2n1)N1CCc2ccccc2C1,0.1%,?,5.0%,24.5%,1.7%,3.1%,-1.8%,23.3%,-2.2%,4.0%,0.2%
COC(=O)[C@@]1(Cc2ccc(OC)cc2)[C@@H]2[C@@H](CC(=O)[C@H]2CC(=O)C(=O)N2CCCC2)CN1C(=O)c1ccccc1,-5.5%,-12.8%,.,-3.1%,-8.8%,.,-1.2%,.,.,-2.6%,-1.0%
CC1CCCCN1S(=O)(=O)c1ccc(S(=O)(=O)N2CCN(c3ccc(F)cc3)CC2)cc1 (configuration not stated),9.3%,1.5%,0.1%,0.4%,1.1%,1.7%,-0.7%,.,9.3%,-0.1%[57.5 µM],-2.0%
CSc1nc2sc3c(c2c(=O)n1C)CCC(C)C3 (configuration not stated),-5.4%,?,0.0%,2.3%,-8.9%,-3.1%,0.5%,8.0%,-11.0%,-2.7%,0.8%
COc1cc(NC(=O)Cn2c(-c3cncs3)nc3ccccc32)cc(OC)c1OC,23.7%,?,1.0%,-4.9%,3.0%,2.2%,1.1%,33.2%[activator],-4.2%,.,-0.9%
O=C(NC1CCN(Cc2ccccc2)CC1)C1COc2ccccc2O1 (configuration not stated),10.6%,2.0%,-1.3%,-3.2%,-5.5%,6.0%,-0.2%,3.6%,5.4%,.,-1.3%
CSc1nc(NCCOCCO)c2sc3nc(-c4ccco4)c4c(c3c2n1)CCC4,3.4%,1.1%,1.2%,-2.8%,-6.7%,6.9%,-0.6%,6.9%,-3.9%,-0.9%,-2.5%
Cc1ccc(C)c(/C(O)=C2/C(=O)C(=O)N(CCN3CCOCC3)C2c2ccc(C)o2)c1 (configuration not stated),-11.4%,-4.8%,-1.0%,-2.1%,-7.3%,2.2%,0.4%,-3.7%,-5.2%,.,-1.8%
CC(C)c1ccc(S(=O)(=O)N2CCN(CCC(=O)Nc3ccc(N(C)C)cc3)CC2)cc1,42.4%[activator],-8.3%,4.2%,-17.0%,-0.9%,10.9%,0.4%,14.0%,?,-1.5%,-1.5%
CCCN1C2CCCC1CC(NC(=O)c1cc(OC)c(OC)c(OC)c1)C2 (configuration not stated),5.8%,-7.4%,-2.3%,-4.1%,-4.1%,-0.1%,-1.1%,8.6%,2.4%,0.6%,-0.8%
C[C@]1(c2ccccc2)OC(C(=O)O)=CC1=O,4.9%,-2.9%,-1.4%,0.1%,-2.5%,5.0%,-2.7%,.,-19.9%[25.6 µM],.,-0.9%
COc1ccc(-c2nc3cnc(N(C)C)nc3n(C[C@H]3CCCO3)c2=O)cc1,3.9%,2µM*,-7.1%[9.22 µM],4.5%,-11.4%,-0.9%,0.7%,50.0%[activator],-2.9%,1.1%,-1.8%
O=c1[nH]c(C2CCCN(S(=O)(=O)c3ccc(F)cc3)C2)nc2c1nnn2Cc1ccccc1 (configuration not stated),14.9%,?,-1.3%,-4.7%,7.7%,-1.1%,-2.0%,36.3%[activator],-19.2%,.,4.8%
COC(=O)C(C)Sc1nc2c(c(=O)[nH]c(=O)n2C)n1CCC(C)C (configuration not stated),1.9%,?,-2.3%,-2.0%,-1.8%,3.1%,-1.8%,.,7.9%,-0.2%[57.5 µM],0.4%
Cc1c(C(=O)OCCN2CCCCC2)oc2ccccc12,1.8%,11.2%,-2.2%,0.6%,-7.5%,-6.7%,-0.2%,2.8%,-1.1%,2.8%,-2.2%
CC(C)NC(=O)N1CC2(CCN(C(=O)c3ccco3)CC2)C1,-11.8%,3.8%,0.0%[9.22 µM],0.7%,-3.3%,-3.5%,0.5%,-11.0%,5.2%,6.7%,-2.4%
CCNc1nc(C)c2cc(Br)c(=O)n(CC)c2n1,190.5%[activator],1µM*,6.9%,3.0%,-9.1%,-9.6%,-2.0%,0.7%,8.6%,-6.6%,0.3%
CCOc1ccc2[nH]c(=O)c(CN(Cc3ccco3)C(=O)c3ccc(Br)cc3)cc2c1,-14.6%,-2.3%,2.4%,-3.7%,-3.3%,1.2%,-2.0%,0.0%,-16.7%,.,-2.2%
Cc1cccc(CNc2ncncc2-c2cccnc2)c1,-0.2%,9.9%,5.0%[9.22 µM],-0.6%,-8.1%,2.8%,-0.5%,18.5%,-2.8%,-0.7%,-0.4%
Cc1ccn2c(CCc3nnc4cc(C)ccn34)nnc2c1,-1.9%[11.4 µM],2.7%[7.6 µM],-1.3%[9.22 µM],-1.3%[11 µM],-12.5%[11.4 µM],-4.6%[9.17 µM],-0.6%[15.4 µM],.,-5.3%[11.4 µM],-1.2%[9.22 µM],-1.9%[15.4 µM]
O=C(Nc1ccc(-c2nc3cccnc3s2)cc1)c1ccco1,31.6µM*,3.8%,.,?,-3.3%,6.7%,1.3%,.,25.1µM*,0.5%,1.1%
CCN(CC)S(=O)(=O)N1CCC(C(=O)NC2CCCC2)CC1,5.4%,?,6.4%,-2.9%,-1.5%,2.5%,0.1%,-1.5%,4.1%,0.7%[57.5 µM],-0.1%
Cc1nc(CNS(=O)(=O)c2ccccc2F)cs1,3.6%,-3.1%,.,-4.2%,-1.7%,4.4%,0.0%,.,-2.5%,0.5%,-1.0%
O=C(c1ccccc1)N1CCCC(c2nc3c(nnn3Cc3ccccc3)c(=O)[nH]2)C1 (configuration not stated),13.2%,?,-4.8%,-2.1%,1.5%,-2.0%,-1.4%,8.8%,2.4%,0.0%[57.5 µM],6.7%
